Screening results deposited in PubChem BioAssay by National Center for Advancing Translational Sciences (NCATS).
TRHR enhancer: qHTS for Small Molecule Agonists and Allosteric Enhancers of Human TRH Receptor: Primary Screen for Enhancers | Thyrotropin-releasing hormone receptor (Homo sapiens), P34981 | TRHR cells, fluo-8 calcium fluorescence, EC20 TRH enhancement | enhancement, % at 2 µM | hit rate 0.66% among 360,000 | AID 493056, 2011; in the data active = enhancement above about 30%; note: 0% is about no effect
Target sequence (P34981 whole entry, looked up): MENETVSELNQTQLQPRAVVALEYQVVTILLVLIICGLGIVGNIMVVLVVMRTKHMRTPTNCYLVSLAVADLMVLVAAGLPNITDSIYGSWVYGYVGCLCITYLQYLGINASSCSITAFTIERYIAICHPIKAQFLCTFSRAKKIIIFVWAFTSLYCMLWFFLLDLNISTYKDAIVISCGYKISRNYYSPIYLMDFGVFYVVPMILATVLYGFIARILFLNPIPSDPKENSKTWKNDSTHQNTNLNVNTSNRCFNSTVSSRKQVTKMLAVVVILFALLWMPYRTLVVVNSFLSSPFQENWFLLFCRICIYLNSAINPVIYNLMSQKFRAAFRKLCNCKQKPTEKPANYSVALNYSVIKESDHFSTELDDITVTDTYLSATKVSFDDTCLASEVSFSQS
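Enhancer read-out: after compound pinning and an initial kinetic agonist-mode read, an EC20 of TRH (10 nM final) was injected and fluo-8 calcium signal (Ex 480/Em 530) followed at 1 s/cycle for 100 cycles in TRHR-expressing cells.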
RXFP1 antag: qHTS Assay for Antagonists of the Relaxin Receptor RXFP1; Relaxin receptor 1 (Homo sapiens), Q9HBX9; HEK293-RXFP1, relaxin-stimulated cAMP HTRF, 30 min; hits give low values; activity change, negative = inhibition, % at 57.5 µM; hit rate 0.59% among 350,000;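 active = activity change of -60% or lower, but not beyond a set lower limit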; note: % is set by controls: 0 for no effect and ±100 for the full control effect
TRHR agonist: qHTS for Small Molecule Agonists and Allosteric Enhancers of Human TRH Receptor: Primary Screen for Agonists. AID 493084, 2011. hit rate 0.18% among 360,000. Thyrotropin-releasing hormone receptor (Homo sapiens), P34981. activation, % at 2 µM. TRHR cells, calcium flux fluo-8, FDSS agonist mode; note: 0% is about no effect
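TRHR-expressing cells, plated overnight in medium with 10% serum, were loaded with fluo-8 calcium dye at room temperature. After a 10 s baseline, library compound was pin-added and calcium release was recorded kinetically (ex 480/em 530) as agonist response.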
D2 PAM: HTS Assay for Positive Allosteric Modulators of the Human D2 Dopamine Receptor: Primary Screen for Potentiators. D(2) dopamine receptor (Homo sapiens), P14416. HEK293 T-REx D2, calcium flux, EC20 dopamine potentiation. potentiation, % at 10 µM. hit rate 0.34% among 340,000;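 active = potentiation over 3 SD above the plate norm, cut at about 30% in these data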; note: 0% is about no effect
Target sequence (P14416 whole entry, looked up): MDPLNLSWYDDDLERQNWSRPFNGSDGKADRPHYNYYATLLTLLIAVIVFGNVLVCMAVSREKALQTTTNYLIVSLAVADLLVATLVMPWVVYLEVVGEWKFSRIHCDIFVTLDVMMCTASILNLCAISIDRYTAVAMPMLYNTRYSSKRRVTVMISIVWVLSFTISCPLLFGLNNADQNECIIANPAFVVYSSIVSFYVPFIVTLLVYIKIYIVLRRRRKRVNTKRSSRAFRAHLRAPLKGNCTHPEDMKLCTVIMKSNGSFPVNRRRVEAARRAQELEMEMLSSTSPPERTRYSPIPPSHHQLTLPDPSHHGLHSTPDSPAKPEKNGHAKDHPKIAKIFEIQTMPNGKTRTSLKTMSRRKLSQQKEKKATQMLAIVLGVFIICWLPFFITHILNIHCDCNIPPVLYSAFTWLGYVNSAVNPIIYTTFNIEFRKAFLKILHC
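Tetracycline-induced Hek293 Trex D2 cells, force-coupled to calcium, loaded with no-wash calcium dye. Compound added with 180 s kinetic read for agonism, then EC20 dopamine and a further 180 s read for potentiation.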
D1 antag: Antagonist of Human D 1 Dopamine Receptor: qHTS. HEK293 TREx D1 cells, calcium flux, dopamine EC80; hits give low values. activity change, negative = inhibition, % at 10 µM. hit rate 3.2% among 360,000; in the data active = activity change below about -30%; note: % is set by controls: 0 for no effect and ±100 for the full control effect
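Tetracycline-induced HEK293 Trex D1 cells, force-coupled to calcium, dye-loaded; compounds added and read 180 s, then EC80 dopamine added and calcium flux tracked kinetically another 180 s.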
D2 agonist: HTS Assay for Allosteric Agonists of the Human D2 Dopamine Receptor: Primary Screen for Agonists; HEK293 T-REx D2 cells, calcium flux agonist mode; hit rate 0.53% among 340,000; D(2) dopamine receptor (Homo sapiens), P14416; AID 485358, 2010; activation, % at 2 µM;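 active = activation over 3 SD above normal in the single-dose calcium agonist read, cut at about 30% in these data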; note: 0% is about no effect
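In this primary screen, compounds producing a positive calcium signal within 180 s of addition to tetracycline-induced, force-coupled HEK293 Trex D2 cells are flagged; cells are dye-loaded with a no-wash calcium kit beforehand.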
D2 antagonist: HTS Assay for Allosteric Antagonists of the Human D2 Dopamine Receptor: Primary Screen for Antagonists; AID 485344, 2010; D(2) dopamine receptor (Homo sapiens), P14416; inhibition, % at 10 µM; HEK293 TREx D2 cells, calcium flux, dopamine EC80; hit rate 2% among 340,000; in the data active = inhibition above about 30%; note: 0% is about no effect
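HEK293 T-REx D2 cells, tet-induced, calcium dye no-wash. Cpd pintool add, 180 s kinetic, then EC80 DA, 180 s kinetic. Ca flux read.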
D1 potentiator: Potentiators of Human D1 Dopamine Receptor: qHTS; D(1A) dopamine receptor (Homo sapiens), P21728; HEK293 TREx D1 cells, calcium flux, dopamine EC20 potentiation; potentiation, % at 10 µM; hit rate 0.036% among 360,000; in the data active = potentiation above about 30%; note: 0% is about no effect
D1 agonist: Allosteric Agonists of the Human D1 Dopamine Receptor: qHTS | D(1A) dopamine receptor (Homo sapiens), P21728 | HEK293 T-REx D1 cells, calcium flux, agonist mode | activation, % at 2 µM | hit rate 1% among 360,000 | AID 504660, 2011; note: 0% is about no effect
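Agonism was scored from calcium flux recorded over 180 s (1 read/s) after pintool compound addition, following a 10-cycle baseline. Cells were inducible force-coupled HEK293 TREx D1, plated overnight at 30 C and loaded with no-wash calcium dye.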
* = called active by the depositor. Cut-off read from the data, not from the text of the source, unless noted: active = activation above about 30%; inactive = the rest.

For CCn1c(=O)c(CCC(=O)N2CCN(c3ccccn3)CC2)c(C)c2c(C)nn(-c3ccccc3)c21 the results were TRHR enhancer -1, RXFP1 antag 1, TRHR agonist -0.4, D2 PAM 5, D1 antag 2, D2 agonist 15, D2 antagonist 8, D1 potentiator -2 and D1 agonist 0.
For COCCN1Cc2c(sc(C)c2C)N(C(=O)c2ccccc2)C1 the results were TRHR enhancer -7, RXFP1 antag -9, TRHR agonist -0.5, D2 PAM 5, D1 antag 2, D2 agonist -0.1, D2 antagonist 1, D1 potentiator -7 and D1 agonist 2.
Screening CC1(C)CC(Cc2nc(=S)[nH][nH]2)C(=O)O1 (centres undefined) returned TRHR enhancer 1, RXFP1 antag -6, TRHR agonist -1.7, D2 PAM 0, D1 antag 5, D2 agonist -1.4, D2 antagonist -10, D1 potentiator 4 and D1 agonist 1.
For Cc1ccc(NC(=O)COC(=O)C2=COCCO2)cc1 the results were TRHR enhancer -2, RXFP1 antag -2, TRHR agonist 0.4, D2 PAM -6, D1 antag -14, D2 agonist 0.4, D2 antagonist -5, D1 potentiator -3 and D1 agonist 3.
Cc1ccc(Nc2cc(-n3cccn3)ncn2)c(C)c1 was read as TRHR enhancer -6, RXFP1 antag -1, TRHR agonist -0.5, D2 PAM 2, D1 antag -5, D2 agonist 0.1, D2 antagonist 5, D1 potentiator -2 and D1 agonist 4.
`COc1ccc(-n2c(SCC(=O)Nc3ccc4c(c3)OCO4)nc3ccccc3c2=O)cc1` gave TRHR enhancer -4, RXFP1 antag 0, TRHR agonist 0.8, D2 PAM -5, D1 antag -18, D2 agonist 0.1, D2 antagonist -5, D1 potentiator 4 and D1 agonist 3.
Screening CCOc1ccc(NC(=O)N(CCN2CCOCC2)Cc2ccc3c(c2)CCCN3CC)cc1 returned TRHR enhancer -5, RXFP1 antag 5, TRHR agonist 1.3, D2 PAM -2, D1 antag -21, D2 agonist 0.7, D2 antagonist -13, D1 potentiator 3 and D1 agonist -3.
Cc1cccc(C)c1OCC(=O)Nn1c(COc2ccccc2)nc2ccccc2c1=O was read as TRHR enhancer 10, RXFP1 antag -3, TRHR agonist -1.0, D2 PAM -8, D1 antag -8, D2 agonist -0.3, D2 antagonist 14, D1 potentiator 2 and D1 agonist 4.
O=S(=O)(c1ccccc1F)N(Cc1ccco1)Cc1nnc(-c2ccccc2Br)o1 was read as TRHR enhancer -6, RXFP1 antag -3, TRHR agonist 0.5, D2 PAM -6, D1 antag 3, D2 agonist -0.7, D2 antagonist 11, D1 potentiator -2 and D1 agonist 12.
For Cc1cccc(NC(=O)CN2C(=O)CCSc3ccc(S(=O)(=O)N4CCOCC4)cc32)c1C the results were TRHR enhancer -3, RXFP1 antag -8, TRHR agonist -1.0, D2 PAM -9, D1 antag 1, D2 agonist -0.3, D2 antagonist -9, D1 potentiator -6 and D1 agonist 1.
Screening CCOC(=O)c1cnc(SCC(=O)Nc2ccc(NC(C)=O)c(OC)c2)nc1N returned TRHR enhancer 13, RXFP1 antag 5, TRHR agonist 0.1, D2 PAM 1, D1 antag 3, D2 agonist 1.1, D2 antagonist 0, D1 potentiator 1 and D1 agonist 1.
`Cc1ccc(CSc2nc3ccc(NC(=O)COc4ccccc4)cc3s2)cc1` gave TRHR enhancer 5, TRHR agonist 1.0, D2 PAM 13, D1 antag 16, D2 agonist 1.3, D1 potentiator 2 and D1 agonist 3.
Cc1cc(C)n(/N=C/c2ccccc2O)c(=O)c1 was read as TRHR enhancer -2, RXFP1 antag 5, TRHR agonist -0.1, D2 PAM 8, D1 antag -2, D2 agonist 0.6, D2 antagonist 3, D1 potentiator 3 and D1 agonist 5.
Screening O=C(CSc1cn(CCNC(=O)c2c(F)cccc2F)c2ccccc12)Nc1ccc(F)cc1 returned TRHR enhancer 5, TRHR agonist -2.8, D2 PAM 10, D1 antag -6, D2 agonist -0.6, D1 potentiator -3 and D1 agonist 1.
Screening O=C(NC1CCCCC1)C(c1cccnc1)N(C(=O)c1ccc(Cl)nc1)C1CCCCC1 (centres undefined) returned TRHR enhancer 5, RXFP1 antag -18, TRHR agonist -0.1, D2 PAM 16, D1 antag -3, D2 agonist -0.8, D2 antagonist -6, D1 potentiator -1 and D1 agonist 5.
COc1cc(OC)c(NC(=O)c2cn(C3CCCC3)c(=O)c3c2c2ccccc2n3C)cc1Cl was read as TRHR enhancer 2, RXFP1 antag -10, TRHR agonist 0.2, D2 PAM -1, D1 antag -19, D2 agonist 0.1, D1 potentiator -3 and D1 agonist 0.
Screening CC(=O)Nc1ccc(S(=O)(=O)NCC2CCC(C(=O)NCCC3=CCCCC3)CC2)cc1 (centres undefined) returned TRHR enhancer 2, RXFP1 antag 11, TRHR agonist -0.1, D2 PAM -5, D1 antag -9, D2 agonist 0.2, D2 antagonist 10, D1 potentiator -5 and D1 agonist -1.
Screening COc1ccccc1NC(=O)c1c(N=Cc2cccc([N+](=O)[O-])c2)cnn1C returned TRHR enhancer 3, RXFP1 antag 13, TRHR agonist 0.2, D2 PAM -4, D1 antag 5, D2 agonist 0.8, D2 antagonist -9, D1 potentiator -2 and D1 agonist 3.
`CC1(C)CC(=O)C2=C(C1)Nc1ccccc1NC2c1ccc2c(c1)OCO2` (centres undefined) gave TRHR enhancer -7, RXFP1 antag 3, TRHR agonist -0.5, D2 PAM -8, D1 antag -1, D2 agonist -0.4, D2 antagonist 11, D1 potentiator 3 and D1 agonist 4.
Screening Cn1c(SCC(=O)Nc2nccs2)nnc1-c1ccc(S(=O)(=O)N2CCCC2)cc1 returned TRHR enhancer -1, RXFP1 antag -14, TRHR agonist 0.8, D2 PAM 24, D1 antag -3, D2 agonist -0.1, D2 antagonist 4, D1 potentiator -8 and D1 agonist 2.
For CC1(C)OC(=O)C(=C2CCCN2)C(=O)O1 the results were TRHR enhancer 1, RXFP1 antag -7, TRHR agonist 0.3, D2 PAM 0, D1 antag 1, D2 agonist 0.5, D2 antagonist -24, D1 potentiator -3 and D1 agonist 0.
For CCN(CC)CCCCCC(=O)Nc1ccccc1C(=O)Nc1ccccc1 the results were TRHR enhancer 4, RXFP1 antag 4, TRHR agonist 0.2, D2 PAM 9, D1 antag 10, D2 agonist 0.5, D2 antagonist -3, D1 potentiator 3 and D1 agonist 4.
For O=C(C1CCCCC1)N1CCN(S(=O)(=O)c2cccc([N+](=O)[O-])c2)CC1 the results were TRHR enhancer -6, RXFP1 antag -36, TRHR agonist 0.1, D2 PAM -9, D1 antag -1, D2 agonist 0.9, D2 antagonist 6, D1 potentiator 3 and D1 agonist 2.
`O=C(COC(=O)c1ccc[nH]c1=O)Nc1cc(S(=O)(=O)N2CCCCCC2)ccc1Cl` gave TRHR enhancer -8, RXFP1 antag -7, TRHR agonist -0.4, D2 PAM 1, D1 antag -23, D2 agonist 0.2, D2 antagonist -10, D1 potentiator -6 and D1 agonist 1.
`CC1(C)CC(N(Cc2cccs2)C(=O)c2ccco2)CCO1` (centres undefined) gave TRHR enhancer 3, RXFP1 antag 6, TRHR agonist 0.8, D2 PAM 33*, D1 antag -2, D2 agonist 0.7, D2 antagonist -7, D1 potentiator 0 and D1 agonist 1.
`Clc1cccc(OCCn2ccnc2)c1` gave TRHR enhancer -5, RXFP1 antag -17, TRHR agonist 1.2, D2 PAM 5, D1 antag -24, D2 agonist 0.1, D2 antagonist 1, D1 potentiator -10 and D1 agonist 0.
`O=C(c1ccco1)N1CCN(C(=S)Nc2ccc(Br)cc2Cl)CC1` gave TRHR enhancer 6, RXFP1 antag -7, TRHR agonist -0.6, D2 PAM 5, D1 antag -4, D2 agonist 6.9, D2 antagonist -4, D1 potentiator -1 and D1 agonist 2.
For CC(C)c1nnc(NC(=O)C2CCCO2)s1 (centres undefined) the results were TRHR enhancer -2, RXFP1 antag -1, TRHR agonist 0.3, D2 PAM -4, D1 antag -4, D2 agonist -0.6, D2 antagonist 5, D1 potentiator -3 and D1 agonist 1.
Screening N#Cc1c(N)nc2c3c(sc(=N)c2c1N)NC(=O)CC3c1ccccc1Cl (centres undefined) returned TRHR enhancer 3, RXFP1 antag 5, TRHR agonist 0.2, D2 PAM 8, D1 antag 0, D2 agonist 0.8, D2 antagonist -2, D1 potentiator 7 and D1 agonist 5.
For COCCNC(=O)Cn1c(=O)n(-c2ccc(C)c(C)c2)c(=O)c2c3c(sc21)CCCCC3 the results were TRHR enhancer -4, TRHR agonist -0.3, D2 PAM 1, D1 antag -3, D2 agonist -0.7, D1 potentiator -1 and D1 agonist 0.
For CCCn1nnc(NC(=O)c2ccc(Br)cc2)n1 the results were TRHR enhancer -5, RXFP1 antag 2, TRHR agonist -0.7, D2 PAM -29, D1 antag -1, D2 agonist 1.3, D2 antagonist 2, D1 potentiator 6 and D1 agonist 3.

Entries above with an aryl thioether with sulfur outside any ring, in the order listed:
`COc1ccc(-n2c(SCC(=O)Nc3ccc4c(c3)OCO4)nc3ccccc3c2=O)cc1` gave TRHR enhancer -4, RXFP1 antag 0, TRHR agonist 0.8, D2 PAM -5, D1 antag -18, D2 agonist 0.1, D2 antagonist -5, D1 potentiator 4 and D1 agonist 3.
Screening CCOC(=O)c1cnc(SCC(=O)Nc2ccc(NC(C)=O)c(OC)c2)nc1N returned TRHR enhancer 13, RXFP1 antag 5, TRHR agonist 0.1, D2 PAM 1, D1 antag 3, D2 agonist 1.1, D2 antagonist 0, D1 potentiator 1 and D1 agonist 1.
`Cc1ccc(CSc2nc3ccc(NC(=O)COc4ccccc4)cc3s2)cc1` gave TRHR enhancer 5, TRHR agonist 1.0, D2 PAM 13, D1 antag 16, D2 agonist 1.3, D1 potentiator 2 and D1 agonist 3.
Screening O=C(CSc1cn(CCNC(=O)c2c(F)cccc2F)c2ccccc12)Nc1ccc(F)cc1 returned TRHR enhancer 5, TRHR agonist -2.8, D2 PAM 10, D1 antag -6, D2 agonist -0.6, D1 potentiator -3 and D1 agonist 1.
Screening Cn1c(SCC(=O)Nc2nccs2)nnc1-c1ccc(S(=O)(=O)N2CCCC2)cc1 returned TRHR enhancer -1, RXFP1 antag -14, TRHR agonist 0.8, D2 PAM 24, D1 antag -3, D2 agonist -0.1, D2 antagonist 4, D1 potentiator -8 and D1 agonist 2.
